Mtb RmlCD inh: M. tuberculosis RmlC/RmlD inhibition | 160,000 tested, 0.03% active | P9WH09+P9WH11 | AID 1533 | RmlC+RmlD coupled enzyme assay, percent inhibition; primary screen in compound mixtures | inhibition, % at 3.6 µM; in the data active = inhibition mostly above about 34%, no sharp cut-off; inconclusive = no clear call, values can overlap the other calls; inactive = mostly below about 22%; note: some results filed as inactive read as strong as hits
Target sequence (P9WH09 whole entry, looked up): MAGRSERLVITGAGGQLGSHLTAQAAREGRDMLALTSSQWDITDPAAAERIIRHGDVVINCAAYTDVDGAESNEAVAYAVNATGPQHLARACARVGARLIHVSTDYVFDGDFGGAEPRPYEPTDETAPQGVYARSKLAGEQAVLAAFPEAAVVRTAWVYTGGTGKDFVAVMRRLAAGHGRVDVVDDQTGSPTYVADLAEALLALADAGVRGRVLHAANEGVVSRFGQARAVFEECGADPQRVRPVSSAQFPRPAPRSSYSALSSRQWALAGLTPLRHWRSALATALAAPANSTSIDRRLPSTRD
Target sequence (P9WH11 whole entry, looked up): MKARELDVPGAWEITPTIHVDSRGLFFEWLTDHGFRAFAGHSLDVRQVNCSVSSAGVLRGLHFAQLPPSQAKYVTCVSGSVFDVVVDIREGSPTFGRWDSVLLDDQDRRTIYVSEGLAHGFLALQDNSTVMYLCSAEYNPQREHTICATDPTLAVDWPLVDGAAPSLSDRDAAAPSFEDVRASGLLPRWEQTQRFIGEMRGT
M. tuberculosis GlmU: inhibition of mycobacterial GlmU enzyme – biochemical, glucosamine-1-phosphate acetyltransferase (AID 1376). M. tuberculosis GlmU acetyltransferase enzyme assay; higher % means a stronger effect. inhibition, %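 (tested at 30 µM in the primary screen)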, or IC50 in µM where a hit was titrated. 220,000 tested, 0.25% active; in the data active = inhibition above about 13%; inconclusive = no clear call, values can overlap the other calls;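 note: 0% = complete reaction with vehicle and 100% = reaction without substrate; strong numbers were not always called active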
Starred values were filed as active, the others as inactive; ? = inconclusive; / = no result given; & = joins results of further samples. The list is partial; rates above refer to the full screens.

SMILES	Mtb RmlCD inh	M. tuberculosis GlmU
Cc1ccc(S(=O)(=O)N2CCC(C(=O)Nc3ccc4c(c3)COC4=O)CC2)cc1	-2	3.4%
C=CCn1c(CNC(=O)c2ccccc2F)nnc1SCC(=O)NC(C)c1ccccc1 (stereo unspecified)	/	1.2%
O=c1c2c(nc3n1CCCCC3)-c1ccccc1CC21CCCCC1	55	4.5%
CS(=O)(=O)CCC(C(=O)OCc1ccc(Br)cc1)N1C(=O)c2ccccc2C1=O (stereo unspecified)	33	-6.0%
CCOc1ccccc1NC(=O)N1CCC(c2nc3ccccc3[nH]2)CC1	/	5.5%
COc1cc(CN2CC(C)CC(C)C2)cc([N+](=O)[O-])c1O (stereo unspecified)	/	2.0%
O=C(N/N=C/c1c(O)n(C2CC2)c(=S)[nH]c1=O)c1ccccc1O	-6	-0.8%
Cc1ccc(C)c(NC(=S)NCCCN2CCOCC2)c1	/	0.4%
Cc1ccc(S(=O)(=O)N(C)CC(=O)O/N=C(\N)c2ccccn2)cc1	11	0.4%
O=C(/C=C/c1ccco1)NC(=S)Nc1ccccc1O	8	5.6%
O=C(c1cccs1)c1no[n+]([O-])c1C(=O)c1cccs1	/	7.3%
Cn1c(C(=O)N2CCN(c3cccc(C(F)(F)F)c3)CC2)cc2sccc21	-2	-0.3%
Cc1cccc(C2Nc3ccccc3C(=O)N2c2ccccc2)n1 (stereo unspecified)	/	-4.1%
CCc1nc2ccc(C(=O)NCc3ccccc3)cc2nc1CC	11	-5.1%
COC(=O)c1ccc(CN(Cc2ccc(C(=O)OC)o2)C(C)(C)C)o1	4	/
O=C(OC1CCc2ccccc2C1=O)c1ccccc1O (stereo unspecified)	-4	2.6%
CN(NC(=O)Nc1ccccc1)c1cnn(C)c(=O)c1Cl	-16	4.5%
O=c1[nH]nc(Cc2ccc(-c3ccccc3Cl)o2)c2ccccc12	/	4.9%
COc1ccc(-n2c(-c3ccc(Cl)cc3)c[n+]3c2CCc2ccccc2-3)cc1	-12	-8.9%
CCn1c(COc2ccccc2C(N)=O)nc2ccccc21	/	0.0%
Clc1ccccc1-c1nc2nc3ccccc3nc2n1-c1ccc2c(c1)OCO2	-10	1.2%
Nc1nnc(CCCCCc2nnc(N)s2)s1	4	-6.1%
C(=N\n1cnnc1)/c1cccs1	11	7.6%
CCCN(CC1CC1)c1nc(N)c(C#N)c(CC#N)c1C#N	/	1.3%
O=S(=O)(Nc1ccc(C(F)(F)F)cn1)c1ccccc1	9	/

Single values from the list.
`CCCN(CC1CC1)c1nc(N)c(C#N)c(CC#N)c1C#N` in M. tuberculosis GlmU is entered as 1.3%
`COc1ccc(-n2c(-c3ccc(Cl)cc3)c[n+]3c2CCc2ccccc2-3)cc1` in M. tuberculosis GlmU is entered as -8.9%
`Cc1ccc(S(=O)(=O)N2CCC(C(=O)Nc3ccc4c(c3)COC4=O)CC2)cc1` in Mtb RmlCD inh is entered as -2
`Clc1ccccc1-c1nc2nc3ccccc3nc2n1-c1ccc2c(c1)OCO2` in Mtb RmlCD inh is entered as -10
`Cc1ccc(S(=O)(=O)N(C)CC(=O)O/N=C(\N)c2ccccn2)cc1` in Mtb RmlCD inh is entered as 11
`CCOc1ccccc1NC(=O)N1CCC(c2nc3ccccc3[nH]2)CC1` in M. tuberculosis GlmU is entered as 5.5%

Carrying on.
SMILES	Mtb RmlCD inh	M. tuberculosis GlmU
CCCCCN1C=CC=C/C1=C\C=C(C#N)C#N	21	-6.8%
O=C(Nc1cccc(NC(=O)C2CC3CCCC(C2)C3=O)n1)C1CC2CCCC(C1)C2=O (stereo unspecified)	-2	-5.4%
COCc1cccc(NC(=O)CCc2ccccc2)c1	-10	-0.1%
COc1cccc(/C=N/NC(=O)c2c(C)nc3ccc(Br)cn23)c1	1	-1.3%
CN(C)c1nc(=NCc2ccco2)ss1	3	0.1%
CC(C)[C@H]1C=C(C(=O)O)O[C@@H](OCCCCO)C1	-1	-0.7%
CCOc1ccc2cc(C#N)c(SCC(=O)OC)nc2c1	-1	1.6%
CC(=O)c1ccc(N2CCN(C(=O)CCCn3c(=O)[nH]c4ccccc4c3=O)CC2)cc1	40	0.8%
O=C(NCc1ccco1)c1ccc2c(c1)C(=O)c1ccccc1-2	/	-0.2%
O=C(CCCOc1ccc(Cl)cc1Cl)N/N=C/c1ccccc1	/	0.2%
Cc1ccc(C(C(=O)NC2CCCCC2)N(C(=O)Cc2c[nH]c3ccccc23)c2ccccc2C)o1 (stereo unspecified)	2	0.0%
CC(C)Nc1nc(NC(C)C)nc(OCCOC(=O)Nc2ccccc2)n1	/	6.4%
Cc1cc(NC(=O)Nc2ccc3c(ccn3C)c2)sn1	/	-0.1%
O=C(Nc1ccccc1F)c1ccccc1-c1ccccc1	-10	5.4%
CC1(C)CC(=O)NC=C(c2ccccc2)C1	/	-3.9%
O=S(N1CCCCCC1)C12CC3CC(CC(C3)C1)C2 (stereo unspecified)	-7	7.0%
CCCCNC(=O)COC(=O)c1c2c(nc3ccccc13)/C(=C/c1cccs1)CC2	2	0.9%
CCOc1ccc(NC(=O)Nc2cc(-c3ccccc3)sc2C(=O)OC)cc1	5	0.6%
CC(C)(C)OC(=O)Cn1c(=O)cnc2ccccc21	4	-2.0%
COc1ccccc1N(Cc1ccccc1)S(=O)(=O)c1cc(C(=O)O)ccc1Cl	6	-0.4%
CCOc1ccccc1NC(=O)c1cccnc1	/	1.0%
CC1CCCN(CCCCOc2cccc(Br)c2)C1 (stereo unspecified)	0	1.9%
COc1ccc(CCC(=O)N2CCCSC2=Nc2ccc(C(C)=O)cc2)cc1	16	-1.0%
Cc1cccc(NS(=O)(=O)c2cc(OCC(N)=O)c(C)cc2Cl)c1	/	2.1%
CCc1ccc(NC(=O)CSc2nc3ccccc3c(=O)n2CCN2CCOCC2)cc1	/	-5.4%
Going on with the list:
SMILES	Mtb RmlCD inh	M. tuberculosis GlmU
CCOc1cc(/C=N/n2cnnc2)ccc1OCC(=O)Nc1ccccc1OC	/	0.4%
CCN(Cc1ccncc1)C(=O)C1CCN(S(=O)(=O)c2cccs2)CC1	/	-3.9%
C(=N/Nc1nccs1)/c1cccnc1	-5	-1.4%
O=C(Nc1cc(C(F)(F)F)ccc1N1CCOCC1)c1cccnc1	-2	1.6%
Cc1cccc(C)c1NC(=O)CSCC(=O)O	/	-4.3%
COc1ccc(N2CC(C)Cn3c2nc2c3c(=O)n(Cc3ccc(C)cc3)c(=O)n2C)c(OC)c1 (stereo unspecified)	5	1.2%
CCCCOC(=O)C1CCCC(C)N1 (stereo unspecified)	/	1.2%
COCC(C)Nc1nc(C)c(C(C)=O)s1 (stereo unspecified)	/	3.9%
COc1ccccc1Nc1nc2c(C)cccc2cc1C#N	-3	0.9%
COC(=O)c1cc(C#N)c(OC(C)C)nc1C	7	-2.9%
C=CCn1c(C)nnc1SCC(=O)N1CCN(S(=O)(=O)c2ccccc2)CC1	/	0.1%
COc1ccc(-c2cc(C(F)(F)F)n3ncc(C(=O)N(C)Cc4ccccc4)c3n2)cc1	/	-3.9%
CC(=O)Nc1ccc(SCC(=O)c2cc(C)n(CC(F)(F)F)c2C)cc1	/	0.6%
CCN(CC)c1ccc(/C=N/NC(=O)c2ccco2)c(O)c1	0	3.7%
CCc1ccc(C(=O)NC(CCSC)C(=O)O)cc1 (stereo unspecified)	16	-0.6%
O=C(N/N=C/c1cc(Br)c(O)c(Br)c1)c1cccc(C(F)(F)F)c1	-9	8.0%
COc1ccc(-c2ocnc2C(=O)N2CCN(Cc3cccnc3)CC2)cc1	-8	1.8%
O=C(CC1(O)C(=O)N(Cc2ccccc2)c2ccccc21)c1ccncc1 (stereo unspecified)	/	-2.6%
O=c1c2c([nH]c3ccccc13)CCCC2	/	1.5%
O=C1c2cccc(OCc3ccc(F)cc3)c2CCN1Cc1ccccc1	14	-2.1%
O=C(Nc1ccc(Cl)c(Cl)c1)c1ccncc1	/	3.3%
COc1cccc(CN(C)C(=O)c2ccc3nccnc3c2)c1	-11	0.5%
Cc1sc(NC(=O)CN2CCOCC2)nc1-c1ccc2c(c1)CCN2S(=O)(=O)c1ccccc1	/	3.4%
COc1cnc(-c2ccccn2)nc1N(C)C	6	2.2%
COc1ccc(Cl)cc1Nc1nc(-c2sc(NC(=O)c3ccco3)nc2C)cs1	/	1.6%
Further compounds follow:
SMILES	Mtb RmlCD inh	M. tuberculosis GlmU
Cc1ccc(S(=O)(=O)CC(c2ccccc2)N2CCOCC2)cc1 (stereo unspecified)	/	1.7%
CC(C)(C)c1cc(/C=N/O)cc(C(C)(C)C)c1O	-4	1.8%
O=C(Nc1ccc(Cl)cc1)c1ccc(OCC2CCCO2)cc1 (stereo unspecified)	/	0.6%
O=C(N/N=C/c1cccnc1)c1cc2c(ccc3ccccc32)o1	8	/
CC(C)(C)c1ccc(NC(=O)CNC2CCCc3ccccc32)cc1 (stereo unspecified)	-38	-2.2%
O=C(NC(c1ccccc1)C(Cl)(Cl)Cl)c1ccccc1 (stereo unspecified)	-8	-4.2%
CSc1nc(Cl)cc(=O)[nH]1	-5	-0.1%
CCOC(=O)Cc1cc(=O)c2c(=O)n(-c3ccccc3)[nH]c2[nH]1	9	2.7%
N#Cc1cn(CC(=O)N2CCCc3ccccc32)c2ccccc12	/	0.2%
CC(C)CCNC(=O)C12CN(Cc3ccccc3)CC1C(c1cccc([N+](=O)[O-])c1)=NO2 (stereo unspecified)	/	0.0%
COCCN(C(=O)c1cccc(OC)c1)c1nnc(-c2ccncc2)s1	/	7.5%
Cc1ccc(S(=O)(=O)N2CCN(Cc3ccccc3)CC2)c(C)c1N(C)S(=O)(=O)c1ccccc1	?	1.6%
O=c1[nH]c2c(s1)C(c1ccco1)C1C3CCC(C3)C1S2 (stereo unspecified)	0	1.2%
CSc1nc(N)nc(SCCS(=O)(=O)c2ccc(Cl)cc2)c1C#N	-7	1.5%
COc1cccc(CC(=O)Nc2cc(S(=O)(=O)N3CCOCC3)ccc2N2CCOCC2)c1	11	-8.4%
CCCCNC(=O)c1c(N)n(CCCOC)c2nc3ccccc3nc12	/	0.6%
COc1ccc(C(=O)COC(=O)CSCc2c(C)noc2C)cc1OC	-8	6.3%
COc1ccc(N2CCN(C(=O)Cc3ccc(S(=O)(=O)N4CCOCC4)s3)CC2)cc1	-10	0.6%
CCCCN=C(NNc1ccc(Br)cc1)C(=O)OCC	3	-2.2%
C=CCN(CC=C)c1nc2ccccc2nc1C(C#N)C(=O)OC(C)C (stereo unspecified)	/	-4.3%
OCCC1CN(Cc2ccccc2OC2CCCC2)CCN1Cc1ccsc1 (stereo unspecified)	11	-3.5%
Fc1ccc(CSc2nnc(-c3cccs3)o2)cc1	/	-3.1%
CCOC(=O)N1CC=C2C(C#N)=C(N)C(C#N)(C#N)[C@H](c3cccs3)C2C1 (stereo partly specified)	-4	-1.1%
CCn1c(SCC(=O)Nc2ccc(C)cc2)nc2nc3c(cc2c1=O)CCCC3	8	-3.6%
CCC(=O)Nc1nonc1-c1nc2ccccc2n1N(C(=O)CC)C(=O)CC	-1	-13%

One compound at a time, as listed above. Order of values: Mtb RmlCD inh	M. tuberculosis GlmU
`COc1ccc(C(=O)COC(=O)CSCc2c(C)noc2C)cc1OC` across the screens: -8	6.3%
`CCn1c(SCC(=O)Nc2ccc(C)cc2)nc2nc3c(cc2c1=O)CCCC3` across the screens: 8	-3.6%
`N#Cc1cn(CC(=O)N2CCCc3ccccc32)c2ccccc12` across the screens: /	0.2%
`O=C(NC(c1ccccc1)C(Cl)(Cl)Cl)c1ccccc1` (stereo unspecified) across the screens: -8	-4.2%
`CCC(=O)Nc1nonc1-c1nc2ccccc2n1N(C(=O)CC)C(=O)CC` across the screens: -1	-13%

(continued)
SMILES	Mtb RmlCD inh	M. tuberculosis GlmU
CCC(C)(C)NC(=O)C(c1ccc(OC)cc1)N(Cc1cccs1)C(=O)CCC(=O)Nc1cc(C)on1 (stereo unspecified)	/	23%
O=C(c1ccc(F)cc1)N1CCN(Cc2ccccc2Br)CC1	/	-4.5%
O=C(NCCN1CCCC1)C1(S(=O)(=O)c2ccc(Cl)cc2)CC1	-11	-6.2%
O=C(O)c1cccc(NS(=O)(=O)c2ccc3c(c2)OCCCO3)c1	5	0.0%
CCOc1[nH]n(-c2ccc(Cl)cc2)c(=O)c1C=Nc1ccc(OC)cc1	37	5.8%
Cc1cc(C)n(C(=O)c2ccccc2[N+](=O)[O-])n1	0	4.3%
COc1ccc(CCN(Cc2cccs2)S(=O)(=O)c2ccc(S(=O)(=O)N3CCCCCC3)cc2)cc1OC	-4	-4.8%
CCOc1ccc(/C=N/OCC(=O)Nc2cc(C)on2)cc1	-10	-0.5%
CCCn1c(CNC(=O)c2cccs2)nc2ccccc21	12	4.0%
O=C(N/N=C/c1cccc(F)c1)c1c(O)c2ccccc2[nH]c1=O	9	-1.6%
O=C1c2ccccc2C(=O)N1c1ccc(S(=O)(=O)N2CCN(c3ccccc3)CC2)cc1	-2	8.1%
CCn1cc(S(=O)(=O)CC(=O)Nc2ccc3c(c2)OCO3)c2ccccc21	/	4.5%&0.7%
CCc1c(O)cc2n(c1=O)-c1ccc(Cl)cc1C2(C)C	/	-3.3%
O=C(NCc1ccncc1)c1cccc(Cn2cc(Br)cn2)c1	-11	1.5%
CCS(=O)(=O)N1CCC(C(=O)NCCc2ccc(C)cc2)CC1	/	2.4%
CCOC(=O)c1sc2nc(CC(=O)OC)nc(NCc3ccco3)c2c1C	36	-1.0%
O=C1CCCC(c2ccccc2)N1 (stereo unspecified)	2	2.5%
O=[N+]([O-])c1ccc(Cl)c(-c2ccc(/C=N/c3c(-c4ccco4)nc4ccccn34)o2)c1	-1	/
O=C(NCC1CCCO1)c1ccccc1 (stereo unspecified)	-9	1.1%
Cc1cc(C)nc(SCc2nnc(SCC(=O)Nc3ncc(C)s3)n2Cc2ccco2)n1	/	-2.0%
